Compound activity: PubChem BioAssay, several laboratories
Runt-CBFb FRET = inhibitors of RUNX1 Runt–CBFb binding, primary screen, biochemical, FRET, Cerulean-Runt, Venus-CBFb, uHTS | hit rate 0.46% among 220,000 | Runt-related transcription factor 1 (Homo sapiens) + Core-binding factor subunit beta … | Cerulean-Runt/Venus-CBFb FRET ratio 530/480, 1 h | AID 1496, 2009 | inhibition, % at 20 µM;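 active = inhibition over about 50% at 20 µM in the single-dose screen, limit read from the data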;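 note: 0% = DMSO wells and 100% = excess unlabeled CBFb competitor control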
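Assay system: Cerulean-Runt domain fusion protein, energy donor; Signal: fluorescence energy transfer, 422 nm excitation, 530/480 nm emission; Timing: 1 h compound exposure, room temperature; Control set: unlabeled CBFb; Medium: Tris buffer pH 7.5 with salts and BSA; Compound: single test concentration of 20 µM, 1% DMSO final; Probe or stimulus: Venus-CBFb 100 nM.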
L929 necroptosis = inhibitors of zVAD-triggered necroptosis, primary screen, L929 cells | hit rate 0.38% among 220,000 | viability rescue, % at 10 µM | AID 1377, 2008 | L929 zVAD necroptosis rescue, ATP luminescence, 24 h; with zVAD 60 µM;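 active = activation, scaled between plate controls, above about 75%, limit read from the data; inactive = activation under that limit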;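 note: 0% = zVAD with DMSO and 100% = DMSO alone without zVAD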
RBBP9 inh = human RBBP9 inhibitors, primary screen, biochemical, fluorescence polarization, FP-Rh probe, HTS; hit rate 0.2% among 220,000; inhibition, % at 7.94 µM; Serine hydrolase RBBP9 (Homo sapiens), O75884; recombinant RBBP9;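 active = inhibition above the campaign mean of all tested compounds plus 3 SD, cut at about 14% in these data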;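 note: plate controls were DMSO wells with RBBP9 for no effect and wells lacking RBBP9 protein for full effect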
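System: RBBP9 protein / Buffer or medium: Tris/NaCl buffer pH 8.0 with 0.1% Pluronic / Probe or stimulus: Serine-hydrolase probe FP-Rh, 375 nM pre-mixing / Dosing: 7.94 µM single dose, 0.794% DMSO / Times: enzyme-compound preincubation 30 min, then probe labeling 45 min, 25 °C / Technique: fluorescence polarization (mP), excitation 525 nm, emission 598 nm / Replication: singlicate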
TNF necrop inh = inhibitors of TNF-alpha triggered necroptosis, primary screen, cell-based, Jurkat FADD-/-, single concentration. Jurkat FADD-/- TNF necroptosis rescue, ATP luminescence, 24 h; 0 = TNF only, 100 = no-TNF cells. activation (protection from cell death), % at 10 µM. hit rate 0.068% among 220,000. AID 463075, 2010;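 active = activation, meaning protection from cell death, of at least 50% relative to plate controls; inactive = activation below 50%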;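 note: necroptosis triggered by 40 ng/mL TNF-alpha added together with compound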
Hck Nef HTS = inhibitors of Nef-activated human Hck kinase, primary screen, biochemical, Z-Lyte FRET, 384-well, Hck-YEEI. Recombinant Hck-YEEI plus Nef, Z-Lyte FRET kinase assay. inhibition, % at 20 µM. hit rate 0.68% among 220,000. AID 463187, 2010;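 active = Hck-Nef kinase inhibition above about 50%, limit read from the data; inactive = inhibition below that limit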;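 note: 0% = DMSO with Hck plus Nef and 100% = Hck alone without Nef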
EP2 modulator = EP2 receptor modulators, cAMP readout, primary screen, cell-based, HTRF cAMP, PGE2 stimulation; Prostaglandin E2 receptor EP2 subtype (Homo sapiens), P43116; EP2-expressing cells, cAMP HTRF FRET, PGE2 co-stimulation; induction, % at 25 µM; hit rate 0.83% among 260,000;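 active = compounds whose cAMP rise, as percent of the full-agonist control response, exceeds 60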;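 note: rat C6 glioma line stably carrying human EP2 under a CMV promoter; the protocol text gives 20 µM as final concentration; 100% = response of wells given 1 µM PGE2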
Runt-SMMHC FRET = inhibitors of RUNX1 Runt–CBFb-SMMHC binding, primary screen, biochemical, FRET, Cerulean-Runt, Venus-CBFb-SMMHC, uHTS | Cerulean-Runt/Venus-CBFb-SMMHC FRET ratio 530/480, 1 h | inhibition, % at 20 µM | hit rate 0.74% among 220,000 | AID 1434, 2008;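 active = mean inhibition across duplicate retests at 20 µM reaching about 50%, limit read from the data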;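 note: 0% = DMSO wells and 100% = wells with excess untagged CBFb-SMMHC; inhibitors lower the FRET ratio by blocking Runt binding to CBFb-SMMHC; some results filed as inactive read as strong as hits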
EP2 antag = human EP2 receptor antagonists, primary screen, TR-FRET cAMP, C6 glioma cells | Prostaglandin E2 receptor EP2 subtype (Homo sapiens), P43116 | C6 glioma cells expressing human EP2; cells stimulated with saturating PGE2 | inhibition, % at 25 µM | hit rate 0.52% among 260,000 | AID 1422, 2008;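 active = percent inhibition above 40 after rounding to a whole number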;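 note: rat C6 glioma host cells with rolipram phosphodiesterase inhibitor present; the protocol text gives 20 µM as final concentration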
PERK inh = block of dimerizer-induced PERK translation repression, primary screen, PERK inhibitor project, CHO PERK-DD cells, SEAP luminescence, HTS; Eukaryotic translation initiation factor 2-alpha kinase 3 (Homo sapiens), Q9NZJ5; CHO PERK-DD fusion, SEAP luminescence translation reporter; inhibition, % at 5.6 µM; hit rate 0.17% among 220,000; AID 1416, 2008;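 active = inhibition above the mean inhibition of all tested compounds plus 3 SD, set separately per screening campaign, cut at about 2.9% in these data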;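 note: PERK kinase domain activated by AP20187 dimerizer at 100 nM; 0% = DMSO with dimerizer and 100% = rapamycin at 8.4 µM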
Target sequence (Q9NZJ5 whole entry, looked up, the tested form may be a part): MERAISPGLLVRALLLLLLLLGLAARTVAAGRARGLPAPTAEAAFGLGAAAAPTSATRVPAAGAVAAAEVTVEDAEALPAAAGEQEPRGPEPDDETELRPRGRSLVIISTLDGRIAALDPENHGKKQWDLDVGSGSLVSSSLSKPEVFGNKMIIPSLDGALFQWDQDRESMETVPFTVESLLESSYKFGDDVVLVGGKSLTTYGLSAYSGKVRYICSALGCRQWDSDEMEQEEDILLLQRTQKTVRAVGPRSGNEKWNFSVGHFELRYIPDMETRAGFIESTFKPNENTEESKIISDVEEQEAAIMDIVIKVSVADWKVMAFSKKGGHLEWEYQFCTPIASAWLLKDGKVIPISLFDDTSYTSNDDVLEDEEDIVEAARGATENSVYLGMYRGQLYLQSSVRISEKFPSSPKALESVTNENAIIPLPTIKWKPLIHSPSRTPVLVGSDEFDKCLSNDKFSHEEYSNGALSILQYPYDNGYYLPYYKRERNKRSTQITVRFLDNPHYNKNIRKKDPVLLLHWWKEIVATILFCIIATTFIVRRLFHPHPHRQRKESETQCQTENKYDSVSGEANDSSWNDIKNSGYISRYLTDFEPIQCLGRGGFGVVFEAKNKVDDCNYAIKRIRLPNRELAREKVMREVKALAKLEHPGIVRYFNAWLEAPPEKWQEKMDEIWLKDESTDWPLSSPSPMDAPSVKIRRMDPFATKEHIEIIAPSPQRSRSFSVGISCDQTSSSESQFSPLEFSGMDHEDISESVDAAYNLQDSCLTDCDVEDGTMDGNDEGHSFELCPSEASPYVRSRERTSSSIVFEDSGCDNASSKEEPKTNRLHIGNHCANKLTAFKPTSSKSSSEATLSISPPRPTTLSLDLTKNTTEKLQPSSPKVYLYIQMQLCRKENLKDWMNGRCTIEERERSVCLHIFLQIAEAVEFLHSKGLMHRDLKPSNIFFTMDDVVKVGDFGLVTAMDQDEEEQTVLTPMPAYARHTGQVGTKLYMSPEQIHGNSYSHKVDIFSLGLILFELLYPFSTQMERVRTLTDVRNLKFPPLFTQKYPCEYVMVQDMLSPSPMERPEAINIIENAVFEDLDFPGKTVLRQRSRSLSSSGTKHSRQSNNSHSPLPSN
The depositor's hits bear a star; . = not tested or not shown; & = joins results of further samples. These rows are one share of the data. The share of hits here may be higher or lower than overall.

SMILES	Runt-CBFb FRET	L929 necroptosis	RBBP9 inh	TNF necrop inh	Hck Nef HTS	EP2 modulator	Runt-SMMHC FRET	EP2 antag	PERK inh
COc1ccc(CNC(=O)c2cc(C3CC3)on2)cc1	1	1.5	.	1.6	1	1	3	11	.
CC(=O)Nc1ccc(N(C)C)cc1[N+](=O)[O-]	0	1.0	9	-3.8	1	-6	-43	7	1.6
COc1cc(/C=N/NS(=O)(=O)c2ccc(C)cc2)ccc1OCc1ccc(C(=O)O)cc1	-1	0.3	-4	-0.1	5	5	-1	-1	2.9*
O=C(Nc1ccccc1)N1CCSc2ccccc21	0	1.9	-6	-0.3	9	-18	-5	9	0.4
CN1C(=O)c2ccc(C(=O)NCc3ccc4c(c3)OCO4)cc2C1=O	1	.	-4	1.0	8	9	0	6	1.5
N#Cc1ccccc1NC(=O)CSC1=Nc2ccccc2C2CC=NN12 (stereo not drawn)	4	2.6	-2	-2.1	6	-33	5	3	0.0
COc1cc(CN2CCNC(=O)C2CC(=O)N(C)Cc2cccnc2)cc(OC)c1 (stereo not drawn)	.	4.1	-3	0.2	21	36	.	4	1.4
CN(CCN1CCOCC1)Cc1nc(-c2ccc3c(c2)OCO3)no1	-1	-0.8	-5	1.3	17	-6	-2	6	0.3
O=C(Oc1c(Br)cc(Br)c2cccnc12)N1CCCCC1	.	-0.4	-1	-0.7	20	39	3	10	-0.8
Cc1ccc(/C=C/C(=O)N2CCCC(C)C2)cc1 (stereo not drawn)	-3	-0.5	-2	0.4	2	-12	0	3	0.7
O=C(O)CCc1nc2cc(Cl)ccc2n(Cc2ccccc2)c1=O	0	0.9	-4	0.1	17	-42	1	5	0.1
C=CCNC(=O)CC1Nc2c3ccccc3nc(=S)n2C1=O (stereo not drawn)	1	1.5	-7	0.6	27	26	-3	6	0.0
Cn1c(NCc2ccco2)nc2c1c(=O)n(Cc1ccc(Cl)c(Cl)c1)c(=O)n2C	-2	3.9	-2	-3.2	-1	-34	0	13	0.4
CC(C)C[C@H](NC(=O)[C@@H]1O[C@H]1C(=O)O)C(=O)NCCCCN=C(N)N	-2	0.0	-8	0.7	1	28	6	11	1.0
Cc1ccccc1Cn1cc(S(=O)(=O)CC(=O)N2CCCCC2)c2ccccc21	-2	0.1	-2	0.5	4	-3	2	6	0.7
Cc1c(C(=O)N(C)C)sc2nc(-c3ccccn3)[nH]c(=O)c12	4	-0.9	0	-1.7	-15	8	0	11	0.7
O=C(Nc1nc2c(s1)CCCC2)Oc1ccccc1	3	0.2	-10	-1.4	-1	15	-4	8	0.3
CCC(C)c1ccc(OCCCCN2CCOCC2)cc1 (stereo not drawn)	-2	0.4	-10	1.0	-2	5	-5	11	-0.4
COc1ccc(C(=O)NCCCCCC(=O)O)cc1OC	2	1.9	-2	1.7	-2	50	3	11	0.3
CC(C)CCNc1ncnc2c1nnn2Cc1ccccc1Cl	-1	-0.2	-6	2.6	-10	20	0	7	0.4
CC1CCN(C(=O)COC(=O)c2cc3ccccc3cc2O)CC1	-3	0.1	1	-3.7	2	-43	-5	7	0.1
O=C(CSC1=NC(=O)C(Cc2ccccc2)C(=O)N1)Nc1ncc(Br)cc1Br (stereo not drawn)	-2	7.9	-10	1.8	24	24	-2	4	-0.1
CCNc1nc(=S)nc(NCc2ccccc2)[nH]1	4	3.6	-12	-2.1	15	-4	-5	4	0.0
CN(CC(=O)N1CCCCCC1)S(=O)(=O)c1ccc(F)cc1	-2	0.8	1	0.9	19	-20	1	5	0.6
CCOC(=O)CSc1nnc(CSc2nc3sc4c(c3c(=O)[nH]2)CCC4)n1-c1ccccc1	-7	-0.2	6	0.3	0	2	0	5	-0.2
O=C(CSc1nnnn1C1CCCC1)N1CCN(C(=O)c2ccco2)CC1	-1	0.1	0	0.5	0	19	-14	4	0.1
O=C(Cc1ccccc1)N/N=C/c1ccc(-c2ccc([N+](=O)[O-])cc2)o1	-12	0.0	-8	1.8	2	6	-73	16	0.4
CCN(C(=O)CSc1nnc(-c2cccs2)n1CC)C1CCS(=O)(=O)C1 (stereo not drawn)	-1	1.1	-2	2.2	22	5	2	3	1.5
COC(=O)N/C(C)=C1/NC(=O)c2ccccc2C(c2ccccc2)N1 (stereo not drawn)	1	-1.0	-8	-0.1	-9	13	6	1	-0.4
COCCNC(=O)CCCn1c(=O)c2ccccc2n(CC(=O)NCCC2=CCCCC2)c1=O	-1	-0.3	-4	0.4	1	26	3	2	-0.4
Cc1ccc2nc(Cl)c(C3CC(c4ccco4)=NN3S(C)(=O)=O)cc2c1 (stereo not drawn)	23	-0.6	-10	-1.1	-199	4	2	5	0.5
O=C(COC(=O)C12CC3CC(CC(O)(C3)C1)C2)Nc1ccccc1OC(F)F	3	0.1	-6	-1.4	3	60	-6	11	0.0
Cc1ccc2nc(Cl)c(/C=N/NC(=O)c3ccccc3O)cc2c1	-2	0.9	-4	1.9	1	-14	-5	9	0.5
Cc1cccc(NC(=O)C2CCCN(S(=O)(=O)c3cccc4cccnc34)C2)c1 (stereo not drawn)	4	3.2	-8	-2.5	6	-9	-2	4	-0.4
CC1(C)NC(=O)N(CC(=O)OCC(=O)Nc2cc(S(=O)(=O)N3CCCCC3)ccc2Cl)C1=O	-1	-0.3	-6	1.5	5	3	0	8	-0.8
Cc1nnc(SCC(=O)Nc2ccccc2)[nH]c1=O	1	0.7	-1	1.0	-1	5&-13	-3	9&7	2.2
Cc1cc(N2CCN(C(=O)c3ccco3)CC2)n2ncnc2n1	-2	1.3	0	0.1	11	25	-5	4	1.1
O=c1cc(COc2ncnc3c(Cl)cc(Cl)cc23)nc2sccn12	2	0.3	-8	-0.5	10	24	1	12	0.5
O=c1cc(-c2ccc(Cl)cc2)[nH]c2ccccc12	-1	0.2	5	-1.6	0	-5	-5	7	1.6
COc1ccc(CC(=O)NC2CCCc3ccccc32)cc1 (stereo not drawn)	-1	-0.2	5	0.6	21	-11	4	4	0.4
Cc1nc(NC(=O)CC(C)C)sc1-c1csc(Nc2ccc(Cl)cc2Cl)n1	0	3.2	-1	4.1	-2	-14	-5	9	-0.4
CC1CC(C)CN(CC(=O)NC(c2ccccc2)c2ccccc2)C1 (stereo not drawn)	-3	-0.1	3	1.8	15	72*	0	9	0.9
CCC1=C(OC(=O)N(CC)CC)N2C(=O)OC(=NCC(=O)OC)[C@]2(C)[C@H]2C1=CC[C@H]1C(=O)NC(=O)[C@H]12	2	0.8	.	1.8	23	13	-5	10	.
CC(C)SCc1nc2ccccc2[nH]1	1	0.3	-2	19	0	13	-3	.	0.6
NC(=O)[C@@H]1CCCNc2c(F)cc([N+](=O)[O-])cc2C(=O)N[C@@H](CCC(=O)O)C(=O)N[C@@H](CO)C(=O)N1	0	2.5	-9	1.6	-2	23	-1	9	1.0
Cc1nc2c(-c3ccc(F)cc3)c(C)nn2c(C)c1CCC(=O)N1CCC(Cc2ccccc2)CC1	-5	-0.6	-8	0.7	-1	7	-10	10	0.3
CC(Sc1nnc2ccccn12)C(N)=O (stereo not drawn)	0	-0.5	4	-0.2	14	-2	2	2	0.7
FC(F)(F)c1cc(CCN2C(=S)NC[C@@H]2Cc2ccccc2)cc(C(F)(F)F)c1	-6	-0.7	-7	-2.7	-3	16	-4	-2	0.4
CC1CCN(C(=O)N[C@@H](Cc2ccccc2)C(=O)O)CC1	-4	0.6	-8	0.0	-8	14	2	10	0.6
COc1ccc(-c2nnc3sc(-c4ccco4)nn23)cc1OC	13	0.0	-2	-2.6	0	2	2	15	-0.9

Results in RBBP9 inh and Runt-CBFb FRET, for two of the compounds above:
canonical_smiles	RBBP9 inh	Runt-CBFb FRET
CC1CCN(C(=O)N[C@@H](Cc2ccccc2)C(=O)O)CC1	-8	-4
COc1ccc(-c2nnc3sc(-c4ccco4)nn23)cc1OC	-2	13

Additional structures follow.
SMILES	Runt-CBFb FRET	L929 necroptosis	RBBP9 inh	TNF necrop inh	Hck Nef HTS	EP2 modulator	Runt-SMMHC FRET	EP2 antag	PERK inh
CCN1CCN(CC(O)COCc2ccccc2)CC1 (stereo not drawn)	-1	0.6	5	1.7	-5	-13	-1	13	0.8
NC(=O)C1CC(=O)N(c2ccc(OCc3c(Cl)cccc3Cl)cc2)C1 (stereo not drawn)	0	2.8	-5	-2.0	18	-56&19	-1	12&11	0.6
CC(=O)c1cccc(NC(=O)C(NC(C)C)c2ccccc2)c1 (stereo not drawn)	-2	0.4	0	1.3	0	14	1	4	1.2
O=C(O)C1=NOC(CNc2ncc(C(F)(F)F)cc2Cl)C1 (stereo not drawn)	2	1.1	-5	-0.5	9	18	-3	9	1.4
O=C1CC(N2CCN(Cc3ccc4c(c3)OCO4)CC2)C(=O)N1CCc1ccccc1 (stereo not drawn)	1	-0.2	1	-0.5	-2	-5	0	5	0.1
Fc1cc(F)c(C2SCCN2C(=S)Nc2cccc(C(F)(F)F)c2)c(F)c1 (stereo not drawn)	1	0.8	-6	0.4	8	-45	2	13	0.1
CN=c1scc(-c2ccc(F)cc2)n1/N=C/c1ccc(O)c(O)c1	8	70	2	-9.8	26	-42	4	4	0.5
O=C1CC(c2ccccc2)Cc2nc3ncnn3cc21 (stereo not drawn)	-310	0.0	-2	0.7	-24	13	-246	21	-0.5
FC(F)Oc1ccccc1NC(=S)NCc1ccco1	29	0.9	1	-5.2	11	-19	4	13	0.4
CS(=O)(=O)Nc1ccccc1C(=O)Nc1cccc(Cl)c1	4	0.2	-5	-1.7	0	-10	-11	14	0.9
COC(=O)c1nnn(CC(=O)Nc2ccc(C)c(F)c2)c1C(=O)OC	-1	-0.1	-7	-0.9	-1	3	-6	8	0.1
CCn1c(=O)c(C(=O)Nn2c(C)nc3ccccc3c2=O)c(O)c2ccccc21	-4	6.4	-5	-0.2	1	13	-12	8	1.1
CC(=O)CCc1ccc(Oc2nc(-c3cccnc3)nc3ccccc23)cc1	-6	1.1	-4	-2.0	24	27	1	8	-0.2
